# From PubChem BioAssay
# TCR activator: T cell receptor activation | AID 504894 | Potency, µM (doses to about 9.22 µM), for inactives: top-dose activation of IL-2 secretion, hits mostly activators | primary human leukocytes, anti-CD3, IL-2 HTRF, 48 h | 330,000 tested, under 10 active; further: % of control where 0% means no effect
#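 IL-2 release read by HTRF sandwich (Eu cryptate donor, d2 acceptor, 665 nm emission) after 48 hr exposure of primary human leukocytes to compound together with anti-CD3 beads in the absence of co-stimulatory signals.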
# USP2a inh: blocks human ubiquitin-specific protease USP2a | O75604 | USP2 core, Ub-CHOP2 coupled fluorogenic reporter, 485/531 | Potency, µM (titrated, usually from 38.3 µM), for inactives: at the top dose activity change, negative = inhibition, hits mostly inhibitors | actives 0.01% (n = 330,000);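 further: potency means the concentration at half of the fitted maximal effect; plate controls were DMSO wells for no effect and full inhibition by NEM control for full effect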
# Target sequence (O75604 whole entry, looked up): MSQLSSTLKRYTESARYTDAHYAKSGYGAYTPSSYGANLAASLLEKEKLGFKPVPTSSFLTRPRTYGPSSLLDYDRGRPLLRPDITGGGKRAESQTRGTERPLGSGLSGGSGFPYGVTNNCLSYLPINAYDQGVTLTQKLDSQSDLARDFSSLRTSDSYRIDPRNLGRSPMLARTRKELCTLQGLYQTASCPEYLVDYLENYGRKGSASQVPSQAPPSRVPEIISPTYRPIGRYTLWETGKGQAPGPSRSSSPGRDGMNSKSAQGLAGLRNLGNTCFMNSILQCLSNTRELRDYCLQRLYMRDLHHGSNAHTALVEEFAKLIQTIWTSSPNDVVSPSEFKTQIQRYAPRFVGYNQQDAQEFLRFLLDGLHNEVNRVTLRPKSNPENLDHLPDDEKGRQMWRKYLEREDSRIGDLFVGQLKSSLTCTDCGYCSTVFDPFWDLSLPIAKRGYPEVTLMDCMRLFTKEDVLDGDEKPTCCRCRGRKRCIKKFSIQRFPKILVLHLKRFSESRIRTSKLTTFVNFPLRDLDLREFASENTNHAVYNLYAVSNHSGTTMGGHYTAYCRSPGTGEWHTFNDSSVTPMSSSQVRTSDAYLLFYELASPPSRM
#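 USP2 core (10nM final) preincubated 30min RT with compound in 20mM Tris-HCl pH 8.0, 2mM CaCl2, 2mM beta-mercaptoethanol, 0.05% CHAPS; 25nM Ub-CHOP2 plus 25nM reporter substrate added, fluorescence (Ex485/Em531) read after 60min.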
# ELG1 repair inh: blocks ELG1-dependent DNA repair in HEK293T cells | HEK293T ELG1-luciferase reporter, luminescence, 16 h; DNA damage induced by 5-fluorouridine | Potency, µM (titrated, usually from 46.1 µM), without a hit: top-dose activity change, negative = inhibition, most hits filed as inhibitors | actives 2.3% (n = 330,000); further: potency means the concentration at half of the fitted maximal effect; on the % scale 0 is the no-effect control and ±100 the full control effect; nearly all actives have a fitted effect of over 55% in size
#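 HEK293T cells expressing luciferase-tagged ELG1 (2,000/well) received 5-Fluorouridine plus compound or DMSO for 16 hr at 37 °C. Luciferase was read by ONE-Glo luminescence after 30 min at room temperature.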
# TSHR antagonist: blocks TSH signaling through the human TSH receptor; activity change, negative = inhibition, % at 11.5 µM; AID 504810; actives 0.2% (n = 330,000); TSHR-expressing cells, TSH-stimulated cAMP HTRF, 2 h; active compounds read low; P16473;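 active means activity change below a set negative limit, meaning inhibition stronger than a set level, cut at about -70% in these data; inconclusive means activity change between two set negative limits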; further: on the % scale 0 is the no-effect control and ±100 the full control effect
#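 Cell-based HTRF cAMP assay; TSHR cells + compound, TSH EC80 (4nM final), 2 h, 37 deg C. Lysis with anti-cAMP cryptate and cAMP-d2, 30 min RT, read 665/620 nm.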
# Mito fusion act: inhibitors of mitochondrial division or activators of mitochondrial fusion; Potency, µM (top dose mostly 46.1 µM), without a hit: at the highest dose growth rescue (activation), actives largely listed as activators; S. cerevisiae fusion-defective mutant growth rescue, CellTiterGlo 48 h; actives 0.23% (n = 320,000); AID 485298;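 further: potency means the concentration at half of the fitted maximal effect; % of control where 0% means no effect; nearly all actives have a fitted effect of over 45% in size; temperature-sensitive fusion mutants such as fzo1-1 at 37 °C on non-fermentable ethanol glycerol medium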
#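 Growth-rescue viability read-out: after 48 h at the non-permissive 37C in glycerol/ethanol YPEG, yeast mitochondrial fusion mutants are measured by CellTiterGlo luminescence; compounds (23 nl pinned per well) restoring growth score as division inhibitors or fusion activators.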
# Eya2 phos inh: Eya2 (human) phosphatase inhibition. Potency, µM (doses to about 76.9 µM), for the others: top-dose activity, negative = inhibition, most hits filed as inhibitors. AID 488837. O00167. actives 0.006% (n = 330,000). recombinant Eya2, OMFP fluorescence dephosphorylation (OMFP is methylfluorescein phosphate); further: potency means the concentration at half of the fitted maximal effect; on the % scale 0 is the no-effect control and ±100 the full control effect
#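 Eya2 protein (added as 0.2 uM solution) was preincubated with compound for 10 min at ambient temperature in 50 mM HEPES pH 7.5, 50 mM NaCl, 5 uM MgCl2, 0.05% BSA, 1 mM DTT. OMFP (added at 50 uM) then reacted 10 min; fluorescence read at 485/525 nm.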
# TSG101-PTAP inh: blocks PTAP/TSG101 interaction to inhibit HIV-1 budding; Fluorescence polarization, FITC-PTAP peptide / Tsg101 binding; 340,000 tested, under 10 active; Potency, µM (series often up to 115 µM), for inactives: top-dose activity change, negative = inhibition, most hits filed as inhibitors; Q99816; active means well fitted inhibition curve with a large enough effect in the main read-out, with a control signal flat, not every such curve was filed as active; inconclusive means small, poorly fitted or top-dose-only effect, or effect the other way, or a change in a side signal; inactive means no such curve, though single readings can be large or run the other way; further: potency means the concentration at half of the fitted maximal effect; % of control where 0% means no effect
#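 Fluorescence anisotropy tracks displacement of a FITC-tagged PTAP peptide (50 nM) from the Tsg101 binding domain (10 uM), following a 20 min room-temperature incubation at pH 7.5.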
# Chronic BCR inh: blocks chronic active B-cell receptor signaling. ABC-DLBCL IkBa-CBG/CBR reporter, luminescence ratio, 4 h. Potency, µM (titrated, usually from 46.1 µM), for the others: at the highest dose ratio change, negative = lower green/red ratio, usual class: inhibitors. actives 0.05% (n = 340,000). AID 493014; active means well fitted inhibition curve with a large enough effect in the signal ratio, with a control signal flat, not every such curve was filed as active; inconclusive means small, poorly fitted or top-dose-only effect, or effect the other way, or a change in a side signal; the % refers to the signal ratio;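 further: potency means the concentration at half of the fitted maximal effect; plate controls were basal doxycycline-induced cells for no effect and cells given 10 µM MG132 for full effect; MG132 reads +100%, hits lower the ratio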
#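 TMD8 ABC-DLBCL cells carrying doxycycline-inducible green luciferase fused to IkappaBalpha plus unfused red luciferase were exposed to compounds (up to 46 uM) for 4 hrs at 37C. Activity came from the overlap-corrected green/red luminescence ratio.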
# Tb PFK inh: T. brucei PFK enzyme inhibition; T. brucei PFK, ADP-Glo luminescence; Potency, µM (highest dose often 57.5 µM), without a hit: at the top dose activity, negative = inhibition, hits mostly inhibitors; actives 0.17% (n = 330,000);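 further: potency means the concentration at half of the fitted maximal effect; 0% = uninhibited 1x PFK enzyme wells and -100% = no-enzyme wells; nearly all actives have a fitted effect of over 60% in size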
#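 Luminescent ADP detection (ADP-Glo, two-step: ATP depletion then ADP-to-ATP conversion for luciferase) reported PFK activity after 45 min room-temperature reaction of 1.25 nM enzyme with 0.5 mM F6P and 0.1 mM ATP at pH 8.0.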
# B2AR arrestin: beta2AR (human) beta-arrestin recruitment activity; P07550; beta-arrestin recruitment to beta2AR, cell-based reporter; Potency, µM (titrated, usually from 46.1 µM), inactives show top-dose activation, most hits filed as activators; actives 0.02% (n = 330,000); AID 492947;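 further: potency means the concentration at half of the fitted maximal effect; 0% = DMSO controls and full agonism = EC100 isoproterenol or metaproterenol; nearly all actives have a fitted effect of over 65% in size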
# Target sequence (P07550 whole entry, looked up): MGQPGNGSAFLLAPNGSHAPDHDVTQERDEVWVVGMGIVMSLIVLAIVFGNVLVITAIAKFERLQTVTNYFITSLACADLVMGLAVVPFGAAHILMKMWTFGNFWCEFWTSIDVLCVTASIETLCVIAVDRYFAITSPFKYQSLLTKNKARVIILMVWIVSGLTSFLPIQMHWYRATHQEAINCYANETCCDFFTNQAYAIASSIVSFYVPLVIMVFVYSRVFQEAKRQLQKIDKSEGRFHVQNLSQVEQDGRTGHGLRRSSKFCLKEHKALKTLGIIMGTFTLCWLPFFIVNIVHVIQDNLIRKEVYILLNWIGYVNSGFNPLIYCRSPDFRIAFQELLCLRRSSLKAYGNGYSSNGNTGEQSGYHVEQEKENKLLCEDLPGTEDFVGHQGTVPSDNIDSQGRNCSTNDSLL
# uPA surface inh: cell surface uPA generation inhibition; cell surface uPA generation assay, qHTS; Potency, µM (titrated, usually from 38.3 µM), without a hit: at the highest dose activity change, negative = inhibition, usual class: inhibitors; actives 0.31% (n = 330,000); AID 540303; active means well fitted inhibition curve with a large enough effect; inconclusive means small, poorly fitted or top-dose-only effect; inactive means no such curve, though single readings can be large or run the other way; tested in mouse RAW 264.7 cells; further: potency means the concentration at half of the fitted maximal effect; on the % scale 0 is the no-effect control and ±100 the full control effect; nearly all actives have a fitted effect of over 55% in size
# * = called active by the depositor; ? = inconclusive; · = no result given; [ ] = dose if it differs, or a comment. Unless noted, the call rests on the fitted dose curve; in most records, active means well fitted curve in the direction sought with a large enough effect; inconclusive means small, poorly fitted or top-dose-only effect, or another doubt; inactive means no such curve, though single readings can be large; an effect the other way counts as inactive or inconclusive.
SMILES,TCR activator,USP2a inh,ELG1 repair inh,TSHR antagonist,Mito fusion act,Eya2 phos inh,TSG101-PTAP inh,Chronic BCR inh,Tb PFK inh,B2AR arrestin,uPA surface inh
COc1ccc(CCC(=O)N2CCCC(Nc3ccc(OC)cc3)C2)cc1 (stereo unspecified),1%,1%,3%,1,-8%,-12%,-3%,4%,0%,0.4%,2%
C#CC[N+](C)(C)CCCCCCCCCC,0%[46.1 µM],5%,?,2,-6%,5%,-2%,4%,-3%,0.0%,-8%
CN1CCN(C(=O)C23CC4CC(CC(C4)C2)C3)CC1,-3%,5%,7%,4,-7%,5%,-7%,1%,0%,-0.6%,-6%
N#Cc1cnn(CC2CCCCC2)c1N,-2%,-1%,1%,-1,-3%,-3%,1%,0%,-1%,0.4%,1%
CCc1nnc(NC(=O)C2CC(=O)N(Cc3ccccc3)C2)s1 (stereo unspecified),-4%,5%,?,4,3%,-7%,-4%,-20%,-3%,0.1%,-2%
COc1cccc(CC2(CO)CCCN(Cc3cnn(-c4ccccc4)c3)C2)c1 (stereo unspecified),6%,1%,5%,0,-2%,3%,-1%,6%,-6%,-0.1%,-7%
Cc1ccnn1CCC(=O)N1CCCC(N2CCN(c3cccc(Cl)c3)CC2)C1 (stereo unspecified),6%,2%,-7%,-12,1%,4%,-4%,?,0%,-0.1%,3%
CC1CCCN(C(=S)Nc2ccc3nc4n(c(=O)c3c2)CCCCC4)C1 (stereo unspecified),-4%[46.1 µM],2%,-14%,0,-12%,-10%,-3%,10%,-10%,0.0%,-2%
COc1ccc(/C=C(\C#N)C(=O)OCC(=O)NCc2ccco2)cc1,2%,-5%,26%,-3,0%,6%,-1%,5%,0%,0.7%,10%
COc1ccccc1NC(=O)c1ccc(NC(=O)COC(=O)CCC2CCCC2)cc1,0%[46.1 µM],-5%,24%,17,5%,0%,-5%,-29%,0%,-0.4%,8%
CCCN1/C(=C2/SC(=S)N(CC)C2=O)C=Cc2ccccc21,5%,1%,-11%,10,-1%,3%,1%,12%,-6%,-0.1%,-2%
NC(=O)CN1C(=O)C2C3C=CC(C3)C2C1=O (stereo unspecified),5%,-9%,3%,25,?,-16%,-3%,6%,-5%,-0.2%,-3%
Cc1ccc2ncc([N+](=O)[O-])n2c1,·,0%,-24%,1,2%,-3%,-5%,-3%,0%,-0.5%,·
COc1nccnc1NS(=O)(=O)c1ccc(N)cc1,-6%,1%,1%,3,6%,?,-6%,0%,-6%,0.1%,-3%
O=C(O)C1CCCN1S(=O)(=O)c1ccc(Cl)cc1 (stereo unspecified),4%,3%,-5%,-10,1%,?,-2%,6%,-1%,0.4%,-3%
CNC(=O)CSc1nnc(-c2ccco2)n1-c1cccc(C)c1C,·,2%,0%,-1,1%,-11%,-3%,2%,0%,-0.2%,4%
COc1ccc(CN(C(=O)c2ccco2)c2ccc(Br)cc2)cc1OC,3%,-2%,?,-4,9%,-15%,-5%,9%,-5%,-0.6%,4%
CCn1c(CNC(=O)c2cccs2)n[nH]c1=S,-2%[46.1 µM],2%,2%,4,-2%,3%,-3%,2%,-3%,-0.7%,0%
O=C(N/N=C/c1ccc(Br)o1)c1cncc(Br)c1,-1%[46.1 µM],3%,-7%,10,-1%,5%,-6%,0%,0%,-1.0%,-15%
O=C1OCc2ccc(NC(=O)c3ccccc3C(=O)O)cc21,-1%,-3%,0%,6,0%,5%,0%,3%,1%,-0.4%,0%
O=C(Oc1cccnc1)c1ccc(Cl)c(Cl)c1,3%,-2%,24%,-5,3%,-5%,-2%,-5%,-10%,2.8%,-2%
CC(=O)NCCc1nc2cc(NS(=O)(=O)c3ccccc3)ccc2n1C,0%,1%,0%,3,6%,-21%,0%,-8%,-5%,0.3%,-1%
CC1CC(C)CN(C(=O)c2cccc(S(=O)(=O)NCc3ccccc3)c2)C1 (stereo unspecified),-5%,5%,-24%,·,·,1%,-1%,4%,0%,0.2%,1%
O=C1N[C@@H](Cc2c[nH]c3ccccc23)COC(=O)[C@@H](Cc2ccc(F)cc2)C/C=C\C[C@H]1CC(=O)N(CCO)Cc1ccccc1,-1%,-9%,18µM*,3,·,-4%,-2%,-3%,7%,-1.6%,?
COCCCNC(=O)CCN1N=C(c2ccccc2)CCC1=O,-1%,3%,-4%,-8,0%,-6%,-1%,7%,-1%,0.0%,0%
# Additional structures follow:
SMILES,TCR activator,USP2a inh,ELG1 repair inh,TSHR antagonist,Mito fusion act,Eya2 phos inh,TSG101-PTAP inh,Chronic BCR inh,Tb PFK inh,B2AR arrestin,uPA surface inh
C/C(=N\N=C1\NC(=O)C(CC(=O)Nc2ccc(C)c(Cl)c2)S1)C(C)C (stereo unspecified),-2%,-11%,-6%,9,-8%,-11%,-5%,?,1%,-0.8%,4%
Cc1ccc(NC(=O)C(C)N2CCCC2)cc1Cl (stereo unspecified),-4%,4%,11%,-9,5%,8%,-1%,-2%,-1%,-0.9%,4%
Clc1ccc(Cl)c(OCCN2CCOCC2)c1,7%,1%,5%,8,2%,13%,-2%,-2%,-2%,2.3%,6%
COc1cc(C(=O)N2CCc3ccccc32)cc(OC)c1OC,5%,0%,-6%,15,0%,5%,-1%,-7%,-1%,0.0%,-2%
CC1CC(C)(C)CC2(C1)NC(=O)N(CC(=O)Nc1nccs1)C2=O (stereo unspecified),2%,1%,2%,-5,-12%,10%,-10%,-6%,-1%,0.3%,4%
O=C(CCNC(=O)c1ccco1)Nc1ccc(Cl)cc1F,-4%,2%,1%,-2,2%,12%,-3%,8%,3%,-0.1%,0%
Fc1ccc(Cn2nnnc2CN2CCN(C3CCCCC3)CC2)cc1,0%,0%,4%,-5,-2%,-6%,-11%,1%,-6%,-0.2%,-5%
CS(=O)(=O)Cc1ccc(C(=O)NCC2(N3CCCCC3)CCCCC2)cc1,2%,1%,8%,23,-7%,5%,-1%,-2%,24%,-0.1%,-2%
CC(=O)NC(Cc1ccc(F)cc1)C(=O)NC1CCN(C(=O)NCc2ccccc2)CC1 (stereo unspecified),8%,1%,-6%,-5,0%,25%,-1%,5%,4%,-1.5%,4%
O=C(/C=C/c1ccco1)Oc1cc(Br)cc(/C=N/NC(=O)c2ccccc2O)c1,-2%[46.1 µM],2%,?,-33,13%,1%,-7%,?,8%,-0.6%,-7%
NS(=O)(=O)c1ccc(NC(=S)Nc2ccc(C(=O)N3CCCCC3)cc2)cc1,-3%,1%,-18%,-2,4%,1%,-4%,-11%,2%,-0.3%,7%
Cc1ccc(C(=O)c2coc3ccc(O)c(CN4CCN(C)CC4)c23)cc1,-3%,1%,-14%,4,-2%,-1%,-1%,-2%,1%,0.0%,4%
Cc1ccc(SCCNC(=S)Nc2cc(C)cc(C)c2)cc1,-4%,2%,-8%,-21,14%,-32%,-5%,15%,0%,0.1%,0%
COc1ccc(O[C@@H]2O[C@H](COC(C)=O)[C@@H](OC(C)=O)[C@H](OC(C)=O)[C@H]2NC(C)=O)cc1,2%[46.1 µM],0%,-10%,0,-4%,9%,0%,-3%,1%,-1.5%,-5%
C=C/C(C)=C/CC1C(=C)CCC2C(C)(C(=O)O)CCCC12C (stereo unspecified),8%,-11%,-3%,-1,5%,1%,-2%,1%,-1%,-0.3%,23%
Cc1ccc(CN2CCNC(=O)C2CC(=O)N(C)C2CCCCC2)cc1 (stereo unspecified),2%,0%,7%,3,0%,-22%,1%,0%,-13%,-0.1%,-3%
Nc1c(C(=O)NCc2ccco2)sc2nc(N3CCOCC3)c3c(c12)CCCC3,4%,-9%,4%,13,4%,6%,-1%,-3%,-3%,0.2%,-4%
Cc1c(Cl)c([N+](=O)[O-])nn1CC(=O)N1CCCc2ccccc21,-8%[46.1 µM],1%,?,1,0%,-2%,?,-2%,-4%,-0.1%,-1%
CCOc1ccc(NC(=O)Nc2ccc(Br)cn2)cc1,7%,0%,?,-2,5%,0%,1%,?,-3%,0.4%,-2%
CS(=O)(=O)c1ccc(-c2sc3ccccc3c2C(=O)N2CCN(c3ccc(F)cc3)CC2)cc1,-3%,0%,?,33,·,-10%,·,?,3%,-0.3%,-6%
